Source: PubChem (The Scripps Research Institute Molecular Screening Center)
KLK7 zymogen act: proKLK7 zymogen activators, primary screen, biochemical, fluorescence intensity | purified proKLK7, EDANS-DABCYL substrate fluorescence; 100% is mature enzyme control, 0% vehicle | activation, % at 7 µM | actives 0.9% (n = 370,000);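 active = activation above the mean of all tested compounds plus 3 SD, computed per campaign excluding outliers beyond control limits, cut at about 13% in these data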
UHRF1 binding: UHRF1 methylated DNA binding inhibitors, primary screen, counter-screen for MBD2 inhibitor project, biochemical, TR-FRET, human UHRF1, single concentration. inhibition, % at 4.4 µM. AID 687016, 2013. E3 ubiquitin-protein ligase UHRF1 (Homo sapiens), Q96T88. actives 0.75% (n = 370,000). UHRF1 binding to methylated oligo; in the data active = inhibition above about 21%;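 note: UHRF1 SRA domain binding a hemimethylated CpG hairpin DNA probe; 0% = median of test compound wells and 100% = reference inhibitor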
Target sequence (Q96T88 whole entry, looked up, the tested form may be a part): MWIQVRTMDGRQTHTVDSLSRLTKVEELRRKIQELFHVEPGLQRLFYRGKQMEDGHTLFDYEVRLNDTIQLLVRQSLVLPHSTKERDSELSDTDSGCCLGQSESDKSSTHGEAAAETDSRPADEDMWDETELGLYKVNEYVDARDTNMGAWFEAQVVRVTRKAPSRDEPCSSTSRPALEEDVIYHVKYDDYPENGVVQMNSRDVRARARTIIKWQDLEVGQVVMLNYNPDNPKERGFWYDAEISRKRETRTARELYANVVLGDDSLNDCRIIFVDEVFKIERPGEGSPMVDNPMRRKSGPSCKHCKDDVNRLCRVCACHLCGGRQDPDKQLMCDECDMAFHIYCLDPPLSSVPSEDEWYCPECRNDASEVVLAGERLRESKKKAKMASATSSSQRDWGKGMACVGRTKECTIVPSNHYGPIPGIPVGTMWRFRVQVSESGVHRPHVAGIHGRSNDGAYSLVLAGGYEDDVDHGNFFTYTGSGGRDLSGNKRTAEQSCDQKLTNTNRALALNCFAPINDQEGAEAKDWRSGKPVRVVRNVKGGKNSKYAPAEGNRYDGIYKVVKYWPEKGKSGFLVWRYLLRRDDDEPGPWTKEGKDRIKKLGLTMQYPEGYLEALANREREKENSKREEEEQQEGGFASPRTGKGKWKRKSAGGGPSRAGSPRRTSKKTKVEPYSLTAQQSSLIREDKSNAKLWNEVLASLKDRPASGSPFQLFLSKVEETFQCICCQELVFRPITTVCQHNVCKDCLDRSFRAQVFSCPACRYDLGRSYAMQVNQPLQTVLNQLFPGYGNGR
MBD2 DNA inh: inhibitors of MBD2 binding to methylated DNA, primary screen, biochemical, TR-FRET, DNA-binding domain, human; MBD2 binding to methylated oligonucleotide; inhibition, % at 4.4 µM; actives 0.31% (n = 370,000); AID 686964, 2013; in the data active = inhibition above about 13%
SIAE inh: human SIAE inhibitors, primary screen, biochemical, fluorescence polarization, FP-Rh probe, 1536-well HTS. inhibition, % at 9.66 µM. SIAE FP-Rh probe binding. AID 1053197, 2014. actives 0.69% (n = 370,000);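 active = inhibition above a cutoff: mean of compounds within the control limits plus 3 SD of those, cut at about 17% in these data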;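 note: 0% = plate median of compound wells and 100% = probe without SIAE protein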
PRMT1 FP inh: PRMT1 methyltransferase inhibitors, primary screen, biochemical, fluorescence polarization | Protein arginine N-methyltransferase 1 (Homo sapiens), Q99873 | recombinant PRMT1, activity-based probe fluorescence polarization | inhibition, % at 2.79 µM | actives 1.3% (n = 370,000) | AID 652257, 2013;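 active = inhibition above about 21% made by adding two undisclosed values, limit read from the data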
DDE Tn6 FP inh: inhibitors of Tn6 peptide binding to fibrin DD(E), primary screen, biochemical, fluorescence polarization, human fibrin, Tn6 probe; Fibrin DD(E) TRITC-Tn6 fluorescence polarization displacement; AID 720509, 2013; Fibrinogen beta chain (Homo sapiens), P02675; inhibition, % at 8.3 µM; actives 0.21% (n = 370,000);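 active = inhibition above a per-campaign cutoff: mean of compounds within control limits plus 3 SD, cut at about 15% in these data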;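 note: 0% = median of all compound wells on the plate and 100% = blocking peptide control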
Tn7 DDE FP: inhibitors of Tn7 peptide binding to fibrin DD(E), primary screen, biochemical, fluorescence polarization, human fibrin, Tn7 probe; Fibrinogen beta chain (Homo sapiens), P02675; FP displacement of FITC-Tn7 peptide from fibrin DD(E); 0% = median of compound wells per plate; inhibition, % at 8.3 µM; actives 0.13% (n = 370,000); AID 720508, 2013;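 active = inhibition above the mean of compounds falling within the control limits plus 3 SD of them, cut at about 14% in these data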;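 note: 0% = plate median of compound wells and 100% = 10 µM Aha-Tn7 peptide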
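Assay system: Human clot-derived fibrin DD(E) complex | Buffer or medium: Tris/NaCl/CaCl2 buffer, pH 7.8 | Repeats: One replicate per compound | Benchmarks: Aha-Tn7 high control | Measure: % inhibition scaled between sample-field median and high-control FP | Schedule: 10 min plus 3 h, room temperature | Signal: Fluorescence polarization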
LEDGF integ inh: blockers of LEDGF/p75-dependent integrase strand transfer – biochemical, TR-FRET, high throughput, primary screen; TR-FRET IN-LEDGF/p75 DNA integration, Eu/Cy5; AID 743269, 2014; inhibition, % at 3.7 µM; HIV-1 integrase (with human LEDGF/p75); actives 0.64% (n = 370,000);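 active = inhibition above the screen-wide mean plus 3 SD, cut at about 13% in these data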;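 note: signal is the Cy5 over europium emission ratio at 671 and 618 nm; 0% = plate median of compound wells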
TDP2 absorb: human TDP2 enzyme inhibitors, primary screen, biochemical, epi absorbance, recombinant enzyme | Tyrosyl-DNA phosphodiesterase 2 (Homo sapiens), O95551 | T5PNP hydrolysis, p-nitrophenol absorbance 415 nm | inhibition, % at 12.8 µM | actives 0.34% (n = 370,000) | AID 720702, 2013;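 active = inhibition above the mean of all tested compounds plus 3 SD, set per campaign, cut at about 25% in these data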;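 note: 0% = DMSO with enzyme and 100% = buffer with substrate but no TDP2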
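System: recombinant human TDP2 / Amount: 120 nM TDP2 per well / Also added: 5 mM T5PNP chromogenic substrate / Doses: 12.8 µM single point, 1% DMSO / Incubation: 2 h at 37 °C / Detection: p-Nitrophenol epi absorbance / Evaluation: % inhibition relative to enzyme-containing and enzyme-free wells / Repeats: singlicate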
TCR-CD3 inh: inhibitors of human TCR-CD3 interaction, primary screen, biochemical, fluorescence, TAMRA-labeled TCR probe. T-cell receptor (TCR). inhibition, % at 9.4 µM. actives 0.37% (n = 360,000); in the data active = inhibition above about 19%;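 note: recombinant mutant TCR 2C K166C tagged with TAMRA read by polarization; 0% = receptor in buffer alone and 100% = receptor with positive control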
Starred values were filed as active, the others as inactive; . = no result given.

canonical_smiles	KLK7 zymogen act	UHRF1 binding	MBD2 DNA inh	SIAE inh	PRMT1 FP inh	DDE Tn6 FP inh	Tn7 DDE FP	LEDGF integ inh	TDP2 absorb	TCR-CD3 inh
O=C(O)CC1(CC(=O)N2CCN(CCO)CC2)CCCC1	0.0	-1	5	7	-1	-3	2	0	1	9
Cc1ccc(C(=O)Oc2cccc(-n3cnnn3)c2)cc1	0.2	0	2	1	-1	-2	6	4	0	7
COc1ccc2nc(C3CCCCC3)nc(C3CCCCC3)c2c1	0.1	1	1	-5	0	2	5	1	0	-9
Cc1ccc(CNC(=O)c2cc3c(=O)n(C)c4ccccc4c3n2C)cc1	0.8	1	3	0	-5	0	4	-2	10	3
Cc1ccc(CN2CCN(C3CCOCC3)CC2CCO)cc1 (stereo not drawn)	0.0	0	1	-10	-1	1	10	-1	-6	6
CCCCn1c(N)c(N(CC(C)C)C(=O)c2ccc(S(=O)(=O)N(CC)c3ccccc3)cc2)c(=O)[nH]c1=O	0.2	-3	3	-1	1	3	6	-4	5	-4
CCN(CC)CCOc1nnc(-c2ccc(C)cc2)c2ccccc12	-0.3	-8	-2	1	1	-3	-1	10	-4	3
CC(NC(=O)c1cn(C)c2ccc(S(=O)(=O)N3CCCC3)cc2c1=O)c1ccccc1 (stereo not drawn)	-0.2	-1	1	-2	2	-1	2	0	7	3
Cc1cccc(C2=NNC(=O)C(c3ccc(Cl)cc3)C2)c1 (stereo not drawn)	-0.5	1	3	-5	1	-6	6	-1	-7	2
COc1ccc(-c2nc3c4ccccc4ccn3c2Cc2ccc(C)cc2)cc1OC	-12	10	4	-7	-1	7	5	1	1	2
O=C(NCc1ccc(Cl)cc1)C1CCCN(c2nc3ccccc3o2)C1 (stereo not drawn)	0.0	3	-3	2	5	1	2	-3	-7	.
CC(Cc1cccs1)N(Cc1ccc(Cl)cc1)C(=O)c1ccncc1 (stereo not drawn)	-0.5	26*	0	-1	7	-5	-3	-5	-1	-6
C=CCn1c(SCC(=O)Nc2ccc(S(N)(=O)=O)cc2)nnc1-c1cnccn1	0.2	-3	-3	0	-3	-2	-1	2	-1	6
CN(C)c1nc(OCCOC(=O)COc2ccc(Cl)cc2Cl)nc(N(C)C)n1	-0.6	-2	-2	5	-2	3	-3	4	1	-4
O=C(NNC1=NS(=O)(=O)c2ccccc21)c1ccccc1	-0.1	2	-1	2	0	-4	-2	-2	-14	-4
Nc1nonc1-n1nnc(C(=O)N/N=C/c2ccccc2F)c1-c1cccs1	0.8	-2	1	-10	-9	0	-5	3	3	1
O=C(c1ccco1)N1CCN(C(=O)c2ccc(Cn3cc(Br)cn3)o2)CC1	-1.4	2	2	1	10	-3	0	2	-2	-3
C[C@@H]1CN([C@@H](C)CO)S(=O)(=O)c2ccc(-c3ccc(C#N)cc3)cc2O[C@@H]1CN(C)Cc1ccccn1	0.1	-4	0	4	-1	-1	1	-3	8	5
COc1cc(NC(=O)c2ccco2)c(C(=O)OCC(=O)c2c[nH]c3ccccc23)cc1OC	-1.5	18	4	-66	0	-7	-1	0	-3	8
Cc1ccc(OCC(=O)c2cc(C)c(C)cc2C)c([N+](=O)[O-])n1	-0.1	-6	0	-1	24*	2	3	3	-7	-5
O=C(c1cccc(C(F)(F)F)c1)N1CCC2(CC1)NCCc1[nH]cnc12	-0.1	-1	6	7	0	-5	-5	2	-14	-2
CCn1c(=N)c(C(=O)NC)cc2c(=O)n3cccc(C)c3nc21	76*	-2	-1	3	1	-6	-2	-3	-6	-1
CC(C)(C)NC(=O)CSC(=Nc1ccc(F)cc1)NC#N	-0.4	1	-4	-4	0	-1	-7	-2	-2	1
COc1cccc(N(C(=O)C2COc3ccccc3O2)C(C(=O)NC2CCCCC2)c2ccc(O)cc2)c1 (stereo not drawn)	0.1	-2	-1	2	-1	1	-4	-2	6	4
CC(C)N(C)C(=O)CCc1nnc(CCc2c[nH]c3ccccc23)o1	1.0	-2	-4	1	0	-4	0	0	2	7
COc1cc(/C=C(\CC(=O)O)c2nc3ccccc3s2)cc(OC)c1O	1.4	-3	-8	11	8	5	-8	2	3	1
COc1ccc(S(=O)(=O)N(C)C[C@H]2Oc3c(NC(=O)NC4CCCCC4)cccc3C(=O)N([C@H](C)CO)C[C@@H]2C)cc1	0.6	-3	-6	-5	-4	-1	8	-1	-7	9
CCN(CC(=O)NC(=O)NCc1ccccc1)CC(=O)Nc1cc(Cl)ccc1C	0.0	-3	-1	-4	-3	0	10	1	-5	-2
COCc1ccc(CN2CCC(C(=O)Nc3cccc(-c4cscn4)c3)CC2)o1	-0.1	3	0	0	-4	10	-6	1	9	6
Cc1ccc(-c2c(NC(=O)c3cccc(C)c3)nc3ncccn23)cc1	5.9	-3	0	0	-3	8	4	-2	-3	.
O=C(O)CCC(=NNC(=O)c1cccc(S(=O)(=O)N2CCCCC2)c1)c1ccccc1	-0.1	4	2	10	-1	3	-1	-7	6	0
CCOC(=O)c1c(C)[nH]c(C)c1S(=O)(=O)NCCc1ccc(SC)cc1	0.5	3	1	-2	-2	-6	-4	-2	-13	1
Cc1ccccc1-c1nc2sc3c(c2c(=O)n1N)CCCC3	-0.3	-1	4	2	0	-1	1	1	5	-17
O=C(COc1cc2oc(=O)c3c(c2cc1Cl)CCC3)Nc1cccnc1	-0.1	0	2	1	2	-11	4	-1	-1	-4
COc1ccc(C)cc1NC(=O)C(CCS(C)(=O)=O)NC(C)=O (stereo not drawn)	-0.6	-1	-4	-2	3	13	-4	0	-1	1
O=C1CCN(c2ncccc2[N+](=O)[O-])CC1	0.1	-4	1	11	-1	2	-1	0	4	12
O=C1CC(c2cc([N+](=O)[O-])ccc2Cl)c2c(ccc3ccccc23)N1 (stereo not drawn)	0.3	-2	0	-12	1	7	0	-2	0	9
C/C=C(\C)c1nnc(NC(=O)C(C)C)s1	-0.3	0	3	4	1	4	-4	0	14	4
CN1C(=O)c2ccccc2C(C(=O)O)C1c1cccc(F)c1 (stereo not drawn)	-0.1	0	3	-1	-3	-1	-2	1	0	1
CC(=O)c1cccc(N(C(=O)c2ccco2)C(C(=O)NC2CCCCC2)c2ccc(C)o2)c1 (stereo not drawn)	0.2	1	4	19*	3	-5	8	-1	-8	-2
Cc1ccc(N(CC(O)CN2CCCCC2)S(=O)(=O)c2ccc(C)cc2)cc1 (stereo not drawn)	0.3	1	2	5	3	-1	-5	1	-1	-8
NC(=O)C1CCN(c2ccc(S(=O)(=O)N3CCCCC3)cn2)CC1	0.7	0	0	2	5	-6	0	1	-5	-1
O=C(CON=C1c2ccccc2-c2ccccc21)NC12CC3CC(CC(C3)C1)C2	0.1	2	1	-4	1	4	-1	2	-19	5
Cc1ccc(S(=O)(=O)N2CCC[C@H]2C(=O)Nc2ccccc2C)cc1	-0.4	0	4	-1	0	0	4	-1	4	-1
Fc1ccccc1CSc1nnnn1-c1ccc2c(c1)OCO2	0.3	13	-3	7	1	-6	-6	4	10	-3
O=C(O)c1ccccc1C(=O)Nc1ccc(-n2nc(C(F)(F)F)cc2C(F)(F)F)cc1	0.5	0	0	0	5	-6	-2	-3	0	-6
NC(=O)COc1ncnc2scc(-c3ccc(F)cc3)c12	-0.1	5	9	-11	10	-2	5	2	2	0
COC(=O)c1ccccc1NC(=O)Cn1cnc([N+](=O)[O-])c1	0.0	-2	-2	2	1	-2	0	-1	-5	10
CCCCCCCCN1C(=O)[C@@H](CC(=O)NCCC(C)C)C[C@@]2(C(=O)OC)C1=C[C@H](COCc1ccccc1)O[C@@H]2C	-0.1	-1	1	-20	-1	-3	-2	0	5	.
COc1ccc(NS(=O)(=O)c2c(C)[nH]c(=O)[nH]c2=O)cc1OC	-0.2	6	9	-8	8	-9	5	5	-1	-7
NS(=O)(=O)c1ccc(NC(=O)COc2ccc(C(=O)c3ccc(F)cc3)cc2)cc1	-0.5	4	3	-43	4	24*	1	-4	-11	4
CCN(CC)C(=O)CC[C@H]1CC[C@]2(CCCN(Cc3ccc(Cl)cc3)C2)O1	0.1	-3	-1	-1	-4	0	3	4	6	.
COC(=O)c1c(Sc2ccccc2)c2ccccc2n1C	0.1	4	-2	0	4	-15	0	-2	-2	-11
